# NPR1 activator: GC-A (human) enzyme activation. P16066. HEK293 GC-A cells, cGMP TR-FRET, EC30 ANP; 0% at EC30 ANP, 100% saturating ANP. activation, % at 10 µM. 370,000 tested, 0.14% active. AID 1671463; in the data active means activation above about 40%
# hgDAF-12 ag: hgDAF-12 agonism, primary luciferase screen. HEK293 GAL4-hgDAF12 UAS-luciferase reporter, agonist luminescence; normalized to butyrate control. 370,000 tested, 1.8% active. AID 687014. activation, % at 6.8 µM;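 active means activation above a cutoff set at the mean of all screened compounds plus 3 SD, cut at about 10% in these data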;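 further: 0% = DMSO wells and 100% = sodium butyrate wells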
# DAX1 inh-1: inhibitors of DAX1 repression of SF-1 activated StAR promoter. 370,000 tested, 1.1% active. HEK293T StAR-luciferase reporter, SF-1/DAX-1 repression relief. AID 652010. inhibition, % at 6.8 µM;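 active means inhibition above the mean over all tested compounds plus 3 SD, cut at about 3.6% in these data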;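 further: 0% = DAX-1 cells with DMSO and 100% = cells lacking DAX-1 with DMSO; higher inhibition means more luminescence from relief of DAX-1 repression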
# KLK7 zymogen act: activates the human kallikrein-7 zymogen. P49862. purified proKLK7, EDANS-DABCYL substrate fluorescence; 100% is mature enzyme control, 0% vehicle. activation, % at 7 µM. 370,000 tested, 0.9% active. AID 652039;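 active means activation above the mean of all tested compounds plus 3 SD, computed per campaign excluding outliers beyond control limits, cut at about 13% in these data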
# hcDAF-12 act: activators of H. contortus DAF-12 nuclear receptor. HEK293 hcDAF-12 lit1-tk-luc reporter, luminescence; 0% DMSO, 100% Δ7-dafachronic acid. activation, % at 6.8 µM. 370,000 tested, 1.4% active. AID 652067;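 active means activation above the mean of all tested compounds plus 3 SD, cut at about 5.5% in these data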;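 further: 100% = response to 3 µM Δ7-dafachronic acid high control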
# GC-B act: GC-B (human) receptor activation | HEK293-GC-B cells, CNP EC30, cGMP TR-FRET; 0% at EC30 CNP, 100% saturating CNP | activation, % at 10 µM | 370,000 tested, 0.11% active | AID 1920062;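 active means activation at 10 µM reaching about 35% in either raw or pattern-adjusted values, limit read from the data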
# Target sequence (P20594 whole entry, looked up): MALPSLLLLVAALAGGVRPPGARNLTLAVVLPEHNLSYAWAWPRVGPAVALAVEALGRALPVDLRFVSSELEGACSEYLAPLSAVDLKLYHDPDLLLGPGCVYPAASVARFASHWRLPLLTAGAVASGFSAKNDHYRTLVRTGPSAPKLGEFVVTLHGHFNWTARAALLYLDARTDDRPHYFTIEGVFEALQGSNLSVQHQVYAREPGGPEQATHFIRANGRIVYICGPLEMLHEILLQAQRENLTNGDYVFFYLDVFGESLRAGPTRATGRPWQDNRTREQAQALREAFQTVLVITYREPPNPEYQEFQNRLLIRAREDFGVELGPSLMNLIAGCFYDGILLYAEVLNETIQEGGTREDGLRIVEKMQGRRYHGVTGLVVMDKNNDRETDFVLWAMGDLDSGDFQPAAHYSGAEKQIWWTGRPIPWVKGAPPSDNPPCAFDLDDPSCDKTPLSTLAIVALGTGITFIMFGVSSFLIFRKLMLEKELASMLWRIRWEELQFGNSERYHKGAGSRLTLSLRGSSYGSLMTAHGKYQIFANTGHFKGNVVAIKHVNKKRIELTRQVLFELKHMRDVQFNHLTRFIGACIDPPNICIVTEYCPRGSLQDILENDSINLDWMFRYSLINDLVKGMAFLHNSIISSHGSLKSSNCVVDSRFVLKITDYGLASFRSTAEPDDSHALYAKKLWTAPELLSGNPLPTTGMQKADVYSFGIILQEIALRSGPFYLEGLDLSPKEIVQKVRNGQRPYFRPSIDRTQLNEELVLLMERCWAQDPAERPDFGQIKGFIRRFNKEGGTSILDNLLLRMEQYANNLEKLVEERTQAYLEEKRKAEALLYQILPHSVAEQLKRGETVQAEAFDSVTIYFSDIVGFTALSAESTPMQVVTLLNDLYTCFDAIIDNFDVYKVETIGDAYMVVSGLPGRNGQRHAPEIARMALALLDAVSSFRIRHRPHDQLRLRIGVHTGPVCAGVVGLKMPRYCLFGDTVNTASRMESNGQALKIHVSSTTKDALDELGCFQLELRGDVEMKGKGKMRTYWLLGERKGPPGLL
# ssDAF-12 act: activates DAF-12 receptor from parasite S. stercoralis. activation, % at 6.8 µM. HEK293 ssDAF-12/GRIP1 lit1-tk-luc reporter, luminescence; % of 3 µM dafachronic acid response. 370,000 tested, 1% active. AID 652126;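 active means activation above the mean over all tested compounds plus 3 SD, cut at about 0.9% in these data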;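 further: 0% = DMSO-only wells and 100% = 3 µM delta7-dafachronic acid wells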
# SMARCA2 act: SMARCA2 function activation, primary screen | AID 652017 | 370,000 tested, 1% active | MG213 cells, MMTV-luciferase reporter, dexamethasone, overnight | activation, % at 9.1 µM; in the data active means activation above about 7.8%;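 further: 0% = vehicle wells and 100% = reference activator wells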
# DAX1 inh-2: inhibitors of human orphan nuclear receptor DAX1 (NR0B1); P51843; HEK293 Gal4-DAX1 luciferase reporter, luminescence; inhibition, % at 6.75 µM; 340,000 tested, 0.99% active; AID 504766;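 active means inhibition above the mean over all tested compounds plus 3 SD, cut at about 4.2% in these data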;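 further: 0% = DAX1-transfected cells with DMSO and 100% = empty-vector control cells with DMSO; inhibition shows as a rise in luminescence from relieved DAX1 repression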
# sPLA2-III inh: Blocks human group III sPLA2 activity. inhibition, % at 12.2 µM. QFRET BODIPY PC-A2 liposome hydrolysis, fluorescence. 370,000 tested, 0.56% active. Q9NZ20;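 active means inhibition above mean plus 3 SD of compounds lying within the high and low control bounds, cut at about 19% in these data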;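 further: 0% = median of test compound wells and 100% = no enzyme DMSO wells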
# GAA850 FXN act: activators of GAA850 frataxin (FXN) promoter | AID 540364 | activation, % at 6 µM | 360,000 tested, 0.56% active | HEK293 lucGAA850 FXN promoter luciferase reporter, 24 h; percent of 10 µM SAHA response;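 active means activation above the average of all compounds screened plus 3 SD, cutoff fixed separately per campaign, cut at about 7.5% in these data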;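 further: 0% = DMSO wells and 100% = 10 µM SAHA wells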
# Numbers without * were called inactive; . = not tested or not shown.
SMILES,NPR1 activator,hgDAF-12 ag,DAX1 inh-1,KLK7 zymogen act,hcDAF-12 act,GC-B act,ssDAF-12 act,SMARCA2 act,DAX1 inh-2,sPLA2-III inh,GAA850 FXN act
O=C(N/N=C\c1cc([N+](=O)[O-])ccc1N1CCOCC1)c1ccccn1,0,3.8,1.0,0.4,0.6,-2,-0.9,2,-0.2,0,3.0
Oc1ccc(-c2csc(Nc3ncccn3)n2)cc1,-3,18*,3.1,0.2,7.0*,-6,0.1,6,0.7,-21,3.4
O=C(N/N=C\c1cccc(OC(=O)c2ccco2)c1)c1ccc2c(c1)OCO2,-3,12*,2.9,-0.1,2.1,-2,0.1,3,-0.2,-2,5.0
Cc1cc(/C=C2/SC(=O)N(CC(=O)OC(C)C)C2=O)c(C)n1C,3,7.2,1.9,0.4,3.9,-3,-1.4,3,1.3,2,4.2
O=C1Nc2ccccc2C(=O)N(C2CCCC2)C1C(=O)NC1CC1 (configuration not stated),-1,4.0,0.7,0.2,-0.8,1,-1.1,-4,.,6,.
COc1cccc(CNC(=S)Nc2cc(OC)ccc2OC)c1,6,2.1,-0.5,-0.2,0.4,2,-1.0,-3,-0.8,8,-1.9
CCC(=O)Nc1cccc(C(=O)OCC(=O)c2ccccc2Cl)c1,33,5.1,0.8,0.2,2.8,1,-0.5,1,2.3,-1,1.1
CNC(=S)N1N=C(c2ccc(C)cc2)CC1c1ccc(N(C)C)cc1 (configuration not stated),2,-2.2,-0.7,-0.3,-1.1,1,-0.1,-4,-0.1,6,1.8
O=C1CSCN1c1cc(Cl)ccc1Cl,5,2.0,-0.6,0.6,-1.2,3,-1.1,-3,.,-1,1.1
CS(=O)(=O)c1cccc(-c2nnc(NC(=O)C3=COCCO3)o2)c1,3,0.3,0.0,-0.7,1.1,1,-0.6,2,-0.4,7,-0.2
O=C(NCCc1ccccc1)c1ccc(-n2cnnn2)cc1,2,9.2,1.6,0.3,-0.2,11,-1.1,1,1.4,-3,-1.0
CCC1C(=O)NCCN1Cc1nc(-c2ccc(C)s2)oc1C (configuration not stated),3,-3.1,1.1,-0.3,-1.0,-2,-1.6,-1,1.9,7,1.8
COc1cc2c(cc1OC)C(C(=O)N(C)Cc1ccccc1)C(c1cccnc1)N(C)C2=O (configuration not stated),2,3.0,0.9,0.6,-2.0,-8,-1.9,-2,0.9,0,0.6
Nc1nnnn1CC(=O)N/N=C/c1ccccn1,3,-1.2,0.8,0.6,-1.5,-4,-1.4,6,.,-3,0.6
COc1ccc(C2CC(=O)C(c3ccc(Cl)cc3)=CN2Cc2ccccc2)cc1 (configuration not stated),0,2.6,-1.1,0.2,-1.9,2,-1.2,-1,.,-1,.
O=C(CN1CC(=O)Oc2ccccc21)OCC(=O)c1ccccc1,1,-1.7,-0.3,0.9,0.4,2,-1.2,-2,1.7,3,6.5
CCOC(=O)N1CCC(NC(=O)C2=CCN(S(=O)(=O)c3ccc(OC)cc3)CC2)CC1,1,-0.2,0.2,-0.4,-2.6,2,-1.7,-5,-1.5,3,-2.0
CSc1nnc(-c2cnccn2)n1CCCN1CCCC1=O,4,-1.1,0.5,-0.3,-1.9,-5,-1.7,8,2.0,1,-2.0
Cc1nnc(-c2cnn(C)c2N)n1Cc1cccc(Cl)c1,6,-0.1,0.1,-0.2,0.6,-1,-1.0,-2,0.0,8,1.1
COc1cc(OC)cc(C(=O)NCC(=O)OCc2csc(-c3ccccc3)n2)c1,-6,1.6,1.0,0.4,-1.1,-3,-1.1,2,1.3,-18,2.4
CCCn1c(=O)c(C(=O)NNC(=O)c2cccc([N+](=O)[O-])c2)c(O)c2ccccc21,0,1.3,0.8,-0.6,-2.1,1,-0.8,-1,-0.1,19,-0.6
COc1cc(S(=O)(=O)Nc2cccc(C)c2)ccc1NC(=O)c1cccnc1,-23,-3.0,-0.2,-0.7,-1.4,-12,-0.6,-1,-0.1,-9,-0.5
COCCNC(=O)C1CCCN(Cc2ccc(C)cc2)CC1 (configuration not stated),1,2.2,-0.5,0.3,-0.9,5,-0.4,-4,.,16,0.2
Cc1ccc(Cn2nc3c4cc(F)ccc4n(Cc4ccc(F)cc4)cc-3c2=O)cc1,-6,-1.4,-0.4,-0.3,-0.6,-5,-1.6,-1,1.4,7,1.1
O=C(c1ccc(N2C(=O)C3CCCCC3C2=O)cc1)N1CCCCC1 (configuration not stated),-3,-1.1,-0.3,-0.9,-2.3,-3,-0.6,1,0.7,11,2.8
# (next part)
SMILES,NPR1 activator,hgDAF-12 ag,DAX1 inh-1,KLK7 zymogen act,hcDAF-12 act,GC-B act,ssDAF-12 act,SMARCA2 act,DAX1 inh-2,sPLA2-III inh,GAA850 FXN act
Cc1nnc(SCC(=O)NC23CC4CC(CC(C4)C2)C3)n(N)c1=O,2,-1.1,-0.3,-0.7,-2.4,3,-2.1,-1,-0.7,4,1.0
CN(C)C(=O)OCC1COc2ccccc2O1 (configuration not stated),6,1.8,-0.3,-0.3,-2.3,-4,-1.2,-2,3.0,21*,0.7
c1ccc(OCCOc2cccc3cccnc23)cc1,4,7.9,0.9,-0.1,2.2,5,-0.7,3,0.6,-7,3.4
CCOC(=O)c1cnc2c(Cl)c(Cl)ccc2c1NCCN1CCOCC1,8,-1.1,0.0,0.6,-1.9,1,-0.4,-2,0.1,2,1.0
CC(=O)c1ccc(N2CCN(c3ccc(C(F)(F)F)cn3)CC2)cc1,-2,-5.1,-1.2,1.0,-3.3,-1,-1.7,-4,-3.8,1,1.2
COCCSc1nc(N)c2c3c(sc2n1)CN(C)CC3,4,0.1,-0.2,-1.8,1.3,-3,-0.3,1,0.9,-7,0.4
O/N=C/c1ccccc1Oc1ccc(Cl)cc1,3,1.8,-2.7,0.3,-0.8,8,-1.8,-5,-0.9,4,-0.5
Cc1c(Cl)cccc1NC(=S)N(CCCN1CCOCC1)Cc1cccs1,-23,-2.4,-1.2,0.2,2.4,-13,-0.9,1,0.0,-11,-0.8
CCCCOc1ccc(N(CC(=O)NC2CCCC2)C(=O)CCC(=O)Nc2ccccn2)cc1,-3,-1.0,0.3,-0.2,-0.2,1,-1.3,0,0.6,4,-1.0
Cc1cc([N+](=O)[O-])nn1CC(=O)NCc1ccco1,2,0.1,-0.3,-0.3,-0.2,-1,-0.9,-2,-0.7,3,-2.1
O=c1oc2cc(O)ccc2cc1-c1nc2c(s1)CCc1ccccc1-2,18,2.3,-0.5,-18,3.6,7,-1.6,-2,0.5,-40,4.6
COc1ccc(C(=O)Nc2cc(C)nc3ccccc23)cc1OC,5,-3.7,-0.7,-0.1,-0.8,0,-1.2,-5,-1.5,8,-1.2
CN(C)/C=C1\C(=O)NN=C1C(F)(F)F,5,2.6,0.1,0.5,0.2,0,-1.8,2,0.4,-3,-0.1
O=C(O)C1CSC(c2ccc(O)c([N+](=O)[O-])c2)N1 (configuration not stated),-1,1.9,0.5,0.0,0.0,3,-1.7,1,0.1,0,0.5
CCOc1ccccc1N1CCN(C(=O)c2cc[n+]([O-])cc2)CC1,0,1.3,0.3,-0.8,-0.1,2,-1.4,2,0.0,-4,1.6
Cc1ccc(CNC(=O)c2sccc2-n2cccc2)cc1,1,-0.7,-0.6,0.1,0.0,-5,-1.0,0,-0.6,-1,4.5
O=C1Oc2ccccc2C2(O)C3CCCCCC3C12 (configuration not stated),0,-1.4,-0.5,1.5,-0.5,1,-1.4,1,1.5,13,1.2
c1ccc(N2CCN(c3nc4ccccc4n4cnnc34)CC2)cc1,8,-2.0,-0.3,1.2,-0.1,2,-1.2,1,-0.1,8,2.0
O=c1c(-c2n[nH]c(=S)o2)cccn1Cc1ccccc1,5,-2.1,0.0,7.2,-1.4,4,-1.2,-3,-0.2,4,-1.7
CC(=O)c1ccccc1NC(=O)CCCNC(=O)c1ccc(Cl)cc1,-2,1.7,-0.3,0.1,-0.5,-6,-0.9,-2,-0.2,-3,1.3
C#CCNC(=O)C[C@H]1C[C@@]2(C(=O)OC)C(=C[C@H](C(C)(C)C)O[C@@H]2C)N(CCc2ccc(OC)c(OC)c2)C1=O,1,-0.9,0.1,0.2,-1.6,-4,-0.9,-6,.,6,.
CCCNC(=O)NC(=O)COC(=O)c1oc2ccc(OCC)cc2c1C,2,-2.9,0.0,-1.8,-1.8,-6,-1.1,1,0.0,-6,-1.6
CN(C)CC(O)COc1ccc(C(C)(C)c2ccc(OCC(O)CN(C)C)cc2)cc1 (configuration not stated),4,-0.6,0.6,-1.6,-0.9,-4,0.3,2,1.5,-7,-0.1
O=C(O)C1CCN(C(=O)COc2ccc3c4c(c(=O)oc3c2)CCC4)CC1,0,3.6,-0.1,-3.3,-0.3,2,-1.2,-3,2.0,1,-0.1
Cn1c(=O)[nH]c2ccc([N+](=O)[O-])nc21,-1,1.9,0.8,0.0,-1.4,-1,-1.2,-3,0.7,2,-0.6
# Carrying on.
SMILES,NPR1 activator,hgDAF-12 ag,DAX1 inh-1,KLK7 zymogen act,hcDAF-12 act,GC-B act,ssDAF-12 act,SMARCA2 act,DAX1 inh-2,sPLA2-III inh,GAA850 FXN act
CC1CN(C(=O)c2ccc3c(c2)OCO3)CC(C)O1 (configuration not stated),-3,0.4,0.1,0.2,-1.1,-15,-1.3,-2,0.6,0,2.3
CCOC(=O)CSc1nc2ccccc2c(=O)n1Cc1ccco1,-3,-0.3,-0.5,0.1,5.0,0,-1.4,3,1.1,-9,4.7
Nc1nc(Nc2ccc(Cl)cc2)n[nH]1,7,-0.8,-0.7,-0.1,-0.3,1,-1.1,3,0.3,4,1.4
CC1CN(C(=O)COC(=O)/C=C/c2ccccc2)CC(C)O1 (configuration not stated),0,1.7,0.0,-0.3,0.3,1,-1.2,-3,1.5,-1,0.0
C=CCOc1cc(C)nc(-c2ccccc2O)n1,2,0.9,0.1,0.9,1.2,-3,-1.1,1,-1.0,1,0.7
O=S(=O)(/C=C/c1ccccc1)N1CCN(c2cccc(Cl)c2)CC1,-26,-0.2,0.5,0.2,-1.1,-8,-0.8,0,1.3,-3,-0.1
CCOC(=O)C1=CCN(Cc2ccccc2)CC1,1,2.5,-0.3,-0.2,-0.5,10,-1.4,2,-0.3,-1,3.3
COc1ccc(C2CC(c3ccccc3)=NN2S(=O)(=O)c2ccccc2)c(OC)c1 (configuration not stated),-1,0.8,0.1,0.5,1.0,6,-0.8,-3,2.1,0,2.4
CCCC1S/C(=N/N=C/c2cccs2)NC1=O (configuration not stated),-1,1.1,0.1,-0.3,-1.0,2,-1.3,2,-0.5,5,1.9

# Rewritten with values under each structure: entries from further up.
# Below each SMILES: NPR1 activator	hgDAF-12 ag	DAX1 inh-1	KLK7 zymogen act	hcDAF-12 act	GC-B act	ssDAF-12 act	SMARCA2 act	DAX1 inh-2	sPLA2-III inh	GAA850 FXN act
COc1cc(OC)cc(C(=O)NCC(=O)OCc2csc(-c3ccccc3)n2)c1
→ -6	1.6	1.0	0.4	-1.1	-3	-1.1	2	1.3	-18	2.4
COCCSc1nc(N)c2c3c(sc2n1)CN(C)CC3
→ 4	0.1	-0.2	-1.8	1.3	-3	-0.3	1	0.9	-7	0.4
CCCCOc1ccc(N(CC(=O)NC2CCCC2)C(=O)CCC(=O)Nc2ccccn2)cc1
→ -3	-1.0	0.3	-0.2	-0.2	1	-1.3	0	0.6	4	-1.0
